# Source: PubChem BioAssay (Sanford-Burnham Center for Chemical Genomics)
# Hsp70 inhibitors = Hsp70 inhibitors, probe displacement, primary screen, biochemical, fluorescence polarization (AID 583). Hsp70 fluorescence polarization probe displacement, mP; higher % means a stronger effect. one-dose displacement, % at 20 µM; IC50 in µM for titrated hits. 0.06% of 140,000 active; in the data active = displacement above about 50%;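 note: plate controls were vehicle for no effect and reference ligand for full effect; a part of the inactive calls stands beside numbers as strong as those of hits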
# Rat MKP-3 inhibitors = MKP-3 phosphatase inhibitors, primary screen, biochemical, rat enzyme, in vitro (AID 425). recombinant MKP-3 phosphatase activity, fluorescence; higher % means a stronger effect. inhibition, % at 20 µM; hits with a dose series show IC50 in µM. Dual specificity protein phosphatase 6 (Rattus norvegicus). 0.17% of 110,000 active; in the data active = inhibition above about 50%;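 note: plate controls were vehicle for no effect and reference inhibitor for full effect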
# Active calls of the source: *; / = no result given; & = joins results of further samples. Some of the compounds tested; rates above refer to the full screens.
SMILES,Hsp70 inhibitors,Rat MKP-3 inhibitors
O=C1CC(Cc2ccc(Br)cc2)C(=O)N1Cc1ccccc1 (stereo not given),3.0%,-4%
CCOC(=O)C1CCN(C(=O)c2sc3nc(C)nc(N4CCC(C)CC4)c3c2C)CC1,-1.3%,/
Cc1cc(/C=C2/SC(=S)NC2=O)c(C)n1-c1ccc(F)cc1,-5.2%,3%
Cc1cc(F)c(F)cc1C(=O)N1CCN(c2cc(N3CCCCC3)c(F)cc2[N+](=O)[O-])CC1,2.5%,5%
Cc1ccc(NC(=O)c2ccccc2N(C)S(C)(=O)=O)cc1C,-0.2%,/
Oc1cccc(/C=N\N2CCN(c3ccccc3)CC2)c1,-6.0%,4%
COc1cc(OC)cc(-c2ncc3ccccn23)c1,-7.2%,/
C(=C\c1ccccc1)/CSc1nnc(-c2ccc3c(c2)OCO3)n1-c1ccccc1,3.4%,2%
COc1ccc(CSc2ncn[nH]2)cc1,-0.7%,1%
CCOC(=O)CNC(=O)c1cc([N+](=O)[O-])ccc1Cl,-0.6%,3%
O=C(O)CCCC(=O)NCc1ccccn1,4.8%,-6%
O=C(Nc1ccc2ccccc2c1)c1ccc2c(c1)C(=O)N(N1C(=O)c3ccccc3C1=O)C2=O,0.0%,6%
O=C(c1ccc(S(=O)(=O)N2CCOCC2)cc1)N1CCc2ccccc2C1,-0.1%,0%
c1ccc(Cn2nnnc2C(c2cccs2)N2CCc3ccccc3C2)cc1 (stereo not given),1.4%,-7%
N#Cc1ccccc1NC(=O)CSc1nnc(-c2ccccc2)n1-c1ccccc1,0.2%,-9%
CCCCCOC(=O)CSc1n[nH]c(=O)[nH]c1=O,-0.3%,/
CC(=O)NC1=NN(C(C)=O)C(c2ccccc2OC(C)=O)S1 (stereo not given),-4.3%,-2%
CC(CCc1ccccc1)NC(=O)c1nnc(Cc2ccc(F)cc2)o1 (stereo not given),8.0%,-2%
O=C(/C=C/c1ccccc1)Nc1ccccc1I,-1.5%,3%
O=C(ON1C(=O)CCC1=O)c1cccnc1,-0.2%,0%
CCOC(=O)c1cnn(-c2ccc(C(F)(F)F)cn2)c1N,7.3%,/
CNc1nc(-c2ccc(Cl)cc2)cs1,0.2%,-1%
CC1(C)Cc2c(c(N3CCOCC3)nc3sc(C(=O)N4CCCCC4)c(N)c23)CO1,0.6%,-10%
Cn1nnnc1SCc1nnc(-c2ccc(F)cc2)o1,-4.2%,/
Clc1ccc(OCCCc2nc(-c3cccnc3)no2)c(Cl)c1,-0.8%,-19%

# Single records, from the list above:
# Shown for `CC1(C)Cc2c(c(N3CCOCC3)nc3sc(C(=O)N4CCCCC4)c(N)c23)CO1` = Hsp70 inhibitors: 0.6%; Rat MKP-3 inhibitors: -10%
# Shown for `CCOC(=O)CNC(=O)c1cc([N+](=O)[O-])ccc1Cl` = Hsp70 inhibitors: -0.6%; Rat MKP-3 inhibitors: 3%

# (next part)
SMILES,Hsp70 inhibitors,Rat MKP-3 inhibitors
Cc1ccc(C(=O)NCc2ccc3c(c2)OCO3)cc1S(=O)(=O)N1CCOCC1,-3.8%,-8%
Cc1ccccc1CS(=O)(=O)Cc1ccc(C(=O)NCc2cccnc2)o1,-0.3%,-4%
O=C(NCC(=O)N(Cc1ccccc1)C(C(=O)NC1CCCC1)c1ccncc1)c1ccco1 (stereo not given),-5.2%,/
c1ccc(-c2cnnc(N3CCCCC3)n2)cc1,4.1%,0%
CC(=O)CCc1ccc(OC(=O)c2cccnc2)cc1,2.2%,-24%
COc1ccc2c(c1)c1ncn(CCN3CCNCC3)c(=O)c1n2C,0.3%,/
CSc1nc2ccc(S(=O)(=O)NC3CCCCC3)cc2s1,/,-11%
CCN1C(=O)/C(=C/c2cc3c(cc2Br)OCO3)SC1=S,-1.4%,0%
Cc1c(C(=O)OC2CCCCC2)[nH]c2c1C(=O)CC(C)(C)C2,5.2%,-5%
Cc1nc2ncnn2c(C)c1Cc1ccc(Cl)cc1,-1.9%,/
COc1ccc2c(c1)CC(C1(O)C(=O)Nc3ccccc31)C2=O (stereo not given),-2.4%,-4%
COC(=O)c1ccccc1NC(=O)COc1ccc2ccccc2c1,-4.4%,3%
COc1cc(C2CC(=O)Nc3c2ccc2ccccc32)ccc1O (stereo not given),3.0%,4%
Cc1nc(SCC(N)=O)[nH]c(=O)c1Cc1ccc(OC(C)C)cc1,-4.8%,-7%
CCOc1nc(-c2ccc(C)cc2)ccc1-c1noc(-c2cccnc2)n1,-2.1%,0%
O=C(Nc1ccc2c(c1)OCCO2)C(c1ccc(F)cc1)N1CCCCC1 (stereo not given),-2.4%,/
O=C(Nc1ccc2oc(-c3cccnc3)nc2c1)c1cc2ccccc2o1,-5.8%,-6%
CCc1ccc(C(=O)c2cncc(Br)c2)cc1,-2.3%,/
CCC(C)(C)n1nnnc1C(c1cc2cc(C)cc(C)c2[nH]c1=O)N1CCCC1 (stereo not given),1.6%,5%
COc1cc2c(c(OC)c1)C(c1cccc(OC)c1OC)CC(=O)N2 (stereo not given),-1.5%,-4%
O=C1NC(c2ccc3c(c2)OCO3)Oc2ccccc21 (stereo not given),30%,-6%
COC(=O)C1=C(C)N(c2cc(Cl)cc(Cl)c2)C(=O)C1,3.7%,-5%
O=C1NC(=O)N(c2ccc(Cl)cc2)C(=O)/C1=C/c1ccc(-c2ccc(Cl)c(C(=O)O)c2)o1,3.1%,-1%
CC1CCN(CCC(=O)N2CCCc3c2c(=O)oc2ccc(O)cc32)CC1,0.4%,2%
O=C(CSc1nnc(CCCN2C(=O)c3cccc4cccc(c34)C2=O)n1-c1ccccc1)N1CCN(CCO)CC1,-0.4%,1%
# Later entries.
SMILES,Hsp70 inhibitors,Rat MKP-3 inhibitors
O=S(=O)(NCC(c1cccnc1)N1CCN(c2ccccc2)CC1)c1cc(F)ccc1F (stereo not given),-2.2%,2%
N#C/C(=C(/O)C(Cl)(Cl)Cl)c1nc2ccccc2[nH]1,0.0%,1%
CCOC(=O)c1ccc(NC(=O)CC2SC(=NC)N(C)C2=O)cc1 (stereo not given),-3.8%,-1%
CCOC(=O)C1CCN(c2c(NCc3ccc(C(=O)NCCOC)cc3)c(=O)c2=O)CC1,5.5%,4%
CCC(=O)N1c2ccccc2NC2=C(C(=O)CC(c3ccco3)C2)C1c1ccco1 (stereo not given),5.4%&-1.8%,-3%&6%
O=C1c2ccccc2/C(=N/N=C/c2cccs2)C1C(=O)C(c1ccccc1)c1ccccc1 (stereo not given),51%,6%
S=C(Sc1nc(Nc2ccccc2)nc(Nc2ccccc2)n1)N1CCOCC1,0.9%,2%
CN(C)C1NC(=O)c2cc(-c3ccccc3)sc2N1 (stereo not given),2.0%,/
COc1ccc([N+](=O)[O-])cc1NC(=O)c1c(Cl)cccc1Cl,0.2%,1%
O=C(Nc1cc(C(F)(F)F)ccc1Cl)C(c1ccccc1)c1ccccc1,2.1%,-3%
COc1ccccc1CNn1c(-c2cccc(C)c2)nc2ccccc2c1=O,7.2%,/
CCOC(=O)c1sc2nc(-c3ccco3)c3c(c2c1N)CC(C)(C)OC3,-2.0%,-5%
CCOc1cc(C(=O)NCCOC)cc(OCC)c1OCC,0.9%,-2%
COC(=O)c1cn(C(=O)c2ccc(Br)o2)c2ccccc12,-5.3%,-4%
Cc1nc(N2CCCC2)c2nnn(Cc3ccccc3Cl)c2n1,-4.3%,-16%
CCOC(=O)c1ccc(NC(=O)C(CC)(CC)C(=O)OCC)cc1,-2.4%,-5%
Cc1cccc(N2C(=O)/C(=C/c3cccc(O)c3)SC2=S)c1,1.6%,0%
Cc1cc(C)n(CC(O)COCc2ccccc2)n1 (stereo not given),-0.6%&-5.0%,-13%&2%
O=C(Oc1ccc(N(Cc2cccs2)C2=NS(=O)(=O)c3ccccc32)cc1)c1ccccc1F,-1.2%,/
CCn1c(=O)cc(SCC(=O)NCc2ccc(C)cc2)c2ccccc21,-0.2%,/
CC1CN(C(=O)CN2C(=O)NC(C)(c3ccccc3)C2=O)CC(C)O1 (stereo not given),-0.3%,-4%
CCC(=O)N1CCN(c2ccccc2NC(=O)COc2cccc(C)c2)CC1,5.5%,-15%
Cc1cc(O)c(C(C)C)cc1NC(=O)c1cc(C(C)(C)C)oc1C,3.1%,-3%
CCOc1ccccc1Nc1nnc(SCC(=O)N2CCCC2)s1,0.6%,4%
CCCc1cc(=O)[nH]c(SCC(=O)N(CC)Cc2ccccc2)n1,-2.9%,3%

# Quoted at random: 2 entries already listed.
SMILES,Hsp70 inhibitors,Rat MKP-3 inhibitors
CC(CCc1ccccc1)NC(=O)c1nnc(Cc2ccc(F)cc2)o1 (stereo not given),8.0%,-2%
Cc1nc2ncnn2c(C)c1Cc1ccc(Cl)cc1,-1.9%,/

# (more compounds)
SMILES,Hsp70 inhibitors,Rat MKP-3 inhibitors
Cc1ccc(NC(=O)Nc2sc(=S)n(C)c2C)cc1,5.6%,/
Cc1cnc(C(=O)OCC(=O)NC(=O)NC(C)C)cn1,-0.8%,-4%
CCCCc1c(C)nc2ccc(OC)cc2c1SCC(=O)O,2.5%,3%
CCOc1ccc(Br)cc1/C=N/O,/,3%
CCCCn1c(CN2CCN(C(=O)OCC)CC2)nc2c1c(=O)n(C)c(=O)n2C,3.4%,-16%
C#CCSc1nnc2nc(C)cc(C)n12,-3.6%,2%
Cc1cc(CCN2CCC(=O)NC2=S)ccc1OC(C)C,-0.4%,/
COc1cccc(C2NC(CCSC)(C(=O)O)C3C(=O)N(C(C)C)C(=O)C23)c1O (stereo not given),-2.7%,-5%
COc1ccc(Cl)cc1-c1nc(-c2ccc(Br)o2)no1,3.9%,-6%
O=C(c1cccc(F)c1)N1CCN(C(=O)C2CC2)CC1,-3.9%,0%
O=C(c1ccco1)N1CCN(C(=O)c2oc(=O)c3ccccc3c2-c2ccccc2)CC1,-0.2%,-15%
CCCC1=C(C(=O)OCC)C(c2cc(Cl)cc(OC)c2OCc2ccccc2)NC(=O)N1 (stereo not given),-1.0%,/
CCOc1cccc(C(=O)Nc2cccnc2)c1,6.4%&0.4%,-14%&-1%
COc1ccc(/C=N/n2cnnc2SCc2ccc(OC)cc2)cc1,0.0%,0%
O=CNC1CCCc2c1[nH]c1ccc(Cl)cc21 (stereo not given),2.2%,-12%
CCN1CCN(C(c2cccs2)C(C)NS(=O)(=O)c2ccc(Br)cc2)CC1 (stereo not given),4.0%,-17%
Cc1cccc(NC(=O)c2sc3nc(-c4ccccc4)cn3c2C)n1,-10%,/
CC(=O)N1CCCc2cc(S(=O)(=O)NC(C(=O)NC3CCCCC3)C(C)C)ccc21 (stereo not given),4.6%,/
CN(CC(=O)N1CCN(C2CCCCC2)CC1)S(=O)(=O)c1cccc2nsnc12,-0.6%,-5%
Cc1ccc(-c2[nH]n3c(=O)c(Cl)c(C)nc3c2C)cc1,-2.0%,2%
CC(C)c1ccc(OC(=O)NCCO)cc1,1.6%,-2%
C=CCn1c(SCC(=O)Nc2sccc2C(N)=O)nc2sc(C)c(C)c2c1=O,-0.7%,-6%
COc1c(OC(C)=O)ccc(/C=N/NC(=O)COc2ccc(Cl)cc2Br)c1[N+](=O)[O-],3.8%,3%
CCOC(=O)c1c(NC(=O)c2cccc(OC)c2)sc(C(=O)Nc2ccccc2OC)c1C,-2.6%,3%
CC(C)OC(=O)COc1ccc2c3c(c(=O)oc2c1)CCCC3,-1.3%,5%

# 4 entries from above, tab-delimited:
Compound	Hsp70 inhibitors	Rat MKP-3 inhibitors
Cc1nc(N2CCCC2)c2nnn(Cc3ccccc3Cl)c2n1	-4.3%	-16%
CCOC(=O)c1ccc(NC(=O)C(CC)(CC)C(=O)OCC)cc1	-2.4%	-5%
Cc1cccc(N2C(=O)/C(=C/c3cccc(O)c3)SC2=S)c1	1.6%	0%
Cc1cc(C)n(CC(O)COCc2ccccc2)n1 (stereo not given)	-0.6%&-5.0%	-13%&2%
